ST2 inh: IL1RL1 inhibition; Q01638; AlphaLISA ST2-Fc/biotin-IL-33 interaction, 1 h; inhibition, % for hits at 17 µM; 2.3% of 78,000 active; in the data active means inhibition above about 30%; inconclusive means mostly about 10% to 28%
Target sequence (Q01638 whole entry, looked up): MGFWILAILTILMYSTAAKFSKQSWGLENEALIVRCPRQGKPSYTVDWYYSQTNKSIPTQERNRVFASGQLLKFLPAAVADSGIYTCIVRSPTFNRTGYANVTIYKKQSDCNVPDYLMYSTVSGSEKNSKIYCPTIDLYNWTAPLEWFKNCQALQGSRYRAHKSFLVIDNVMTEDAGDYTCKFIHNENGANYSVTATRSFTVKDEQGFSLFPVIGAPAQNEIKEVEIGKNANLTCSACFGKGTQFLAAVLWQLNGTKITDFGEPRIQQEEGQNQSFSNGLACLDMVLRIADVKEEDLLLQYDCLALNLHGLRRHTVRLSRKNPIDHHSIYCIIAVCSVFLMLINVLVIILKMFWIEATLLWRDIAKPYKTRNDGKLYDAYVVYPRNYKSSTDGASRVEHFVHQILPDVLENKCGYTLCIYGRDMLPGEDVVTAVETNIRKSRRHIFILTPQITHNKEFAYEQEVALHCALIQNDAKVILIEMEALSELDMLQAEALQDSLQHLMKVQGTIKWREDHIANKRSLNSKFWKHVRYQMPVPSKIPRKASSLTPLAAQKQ
* hit, by the source's call; i = inactive; ? = inconclusive.

SMILES | ST2 inh
O=C(Nc1ccccc1-c1nc2ccccc2s1)c1ccc(N2C(=O)CCC2=O)cc1 | ?
Cc1cc(Cl)nc(Cl)c1C(=O)NC(=O)Nc1ccc(F)cc1 | i
Cc1cc(C)nc(NS(=O)(=O)c2ccc(NS(=O)(=O)c3ccc(F)cc3)cc2)n1 | i
CC(=O)Nc1ccc(CN2CCN(c3ccccn3)CC2)cc1 | i
COc1cccc2c1OCC(c1n[nH]c(CCc3ccccc3)n1)C2 (stereo not given) | i
CCc1ccc(-c2nc(CN3CCC(C(=O)NCc4ccco4)CC3)c(C)o2)cc1 | i
COc1ccc(C2Nc3ccc(Br)cc3-c3nnc(SC)nc3O2)c(OC)c1 (stereo not given) | i
CCc1c(C)sc(NC(=O)NC2CCCCC2)c1C(N)=O | ?
CCC/C=C/c1ccc(-c2nc(C)no2)cn1 | i
COc1ccc(Cc2c(Cl)ncnc2Cl)cc1 | i
O=C(NC1CC1)c1cccc([N+](=O)[O-])c1 | i
CCn1c(C2CCCN(Cc3cccn3-c3ncccn3)C2)nn(C)c1=O (stereo not given) | i
O=C(CCS(=O)(=O)c1cccs1)N1CCCCCC1 | i
Cc1ccc(N2CCCS2(=O)=O)cc1NC(=O)c1ccc(Br)cc1 | ?
Cc1c(C(=O)NC2CCCCC2)oc2ccc(S(=O)(=O)N(C)C3CCCCC3)cc12 | i
Cc1ccc(CNC(=O)C2C3C=CC4(CN(Cc5ccccc5Cl)C(=O)C24)O3)cc1 (stereo not given) | i
COc1ccc(NC(=O)c2cnn3ccccc23)c(NC(=O)C(C)C)c1 | ?
Cc1cc(N)n2nc(-c3ccccc3)cc2n1 | i
O=C(c1ccc2nc3ccccc3c(=O)n2c1)N1CCN(c2ncccn2)CC1 | i
CC1=C(c2ccccc2)C1c1nc(CC2CCN(C)CC2)no1 (stereo not given) | ?
Cc1ccc(-c2noc(CCC(=O)N(C)c3ccc(Br)cc3)n2)cc1 | i
Cn1cnnc1Sc1nc2c(c(=O)n(C)c(=O)n2C)n1Cc1cccc(Cl)c1 | i
O=C(CN1CCN(Cc2ccccc2F)C1=O)NC1CCCCCCC1 | i
O=C(CSc1ncccn1)NCc1ccccc1 | i
Cc1ccc(OCCSc2nnnn2C2CCCCC2)cc1 | ?
Cc1c(Cl)c([N+](=O)[O-])nn1CCCC(=O)Nc1sc2c(c1C#N)CCC(C)C2 (stereo not given) | ?
COCc1nnc(NC(=O)CN2CCCOc3c(cccc3OC)C2)s1 | i
C=CCSc1nnc2c(n1)OC(c1ccc(Br)o1)N(C(C)=O)c1ccccc1-2 (stereo not given) | i
CC(C)CN1C(=O)COC[C@@H]1[C@H](O)c1ccc(NC(=O)C2CCC2)cc1 | ?
Cc1ccc(C(=O)Nc2sc3c(c2C#N)CC(C)(C)NC3(C)C)cc1 | i
COc1ccc(NC(=O)c2cc(C(C)C)on2)cc1OC | i
Cc1ccc(NC(=O)CSc2nc(C(F)(F)F)cc(=O)[nH]2)cc1C | i
COc1ccc(-c2nc3cc(N=Cc4cccc(OC)c4O)ccc3o2)cc1 | 43.0%*
CCOC(=O)COc1cc2c(C(=O)OCC)c(C)oc2cc1Br | i
Cc1ncsc1CCn1ccnc1-c1cnc(-c2cccs2)nc1 | i
CC(C)c1ccc(N(C(=O)c2ccc(F)cc2)C2C=CS(=O)(=O)C2)cc1 (stereo not given) | i
O=C(CCCc1ccccc1)Nc1ccc(C(=O)O)cc1 | i
COC(=O)c1ccc(NC(=O)CN2CCN(Cc3ccccc3F)S2(=O)=O)cc1 | i
Cc1ccc(NC(=O)c2nn(-c3ccc(Cl)cc3)c(=O)c3ccccc23)cc1F | i
O=C(C1CCCC1)N1CCN=C1SCc1cccc(C(F)(F)F)c1 | i
CNc1nc(N2CCC(Cc3nnc(SC)n3C)CC2)nc2c1CCC2 | ?
COc1cc(C2C(C#N)=C(N)Oc3n[nH]c(-c4ccncc4)c32)cc(OC)c1OC (stereo not given) | ?
COc1ccccc1NS(=O)(=O)c1cccc2cccnc12 | i
CC(C)(C)c1nnc(Nc2cccc(F)c2)[nH]c1=O | i
CCNC(=O)N1CCC[C@@H](O)[C@H](NC(=O)c2ccc(OCCOC)cc2)C1 | i
Cc1ccc(C)c(NC(=O)CN2CCCN(Cc3cccc(F)c3)S2(=O)=O)c1 | i
COc1ccc(CN2CC(OCc3ccccc3F)CN(C(=O)C(=O)c3ccccc3)CC2=O)cc1 (stereo not given) | i
Cc1cccnc1CN1CCN(CC(C)c2ccccc2)CC1 (stereo not given) | ?
CCc1nnc(NC(=O)c2c(F)c(F)c(F)c(F)c2F)s1 | i
COc1cccc(C2=NN(C(=O)c3cccc(Cl)c3)C(O)(C(F)(F)F)C2)c1 (stereo not given) | i
Cc1nc2cccnc2n1C1CCN(C(=O)NCCc2ccccc2)CC1 | ?
COc1ccc(CN2CCC3(CC2)N=C(c2ccc(Cl)cc2)NC3=O)cc1 | ?
CCCN1C[C@H](CSC)C[C@@H]2c3cccc4[nH]cc(c34)C[C@H]21 | ?
Cc1ccsc1C(=O)NCCC1CN(Cc2ccco2)CCO1 (stereo not given) | i
CCC(CC)NCC(c1cccnc1)N1CCOCC1 (stereo not given) | ?
Cc1ccccc1-n1nc2c(c1NC(=O)c1ccc(F)cc1)CS(=O)C2 (stereo not given) | i
O=C(NCCc1ccccc1)C1CCCN(S(=O)(=O)c2cnc[nH]2)C1 (stereo not given) | i
COc1cccc(N2CCN(CC3CC4C=CC3C4)CC2)c1 (stereo not given) | ?
COc1ccc(CCN2CCC(CN(C)C(=O)c3sccc3Cl)CC2)cc1 | i
CN(CC(=O)N1CCN(c2ccc(F)cc2)CC1)S(=O)(=O)c1ccc2c(c1)CCC(=O)N2 | i
(cont.)
SMILES | ST2 inh
Cc1ccc(-c2nc(S(=O)(=O)c3ccc(C)cc3)c(NCc3ccco3)o2)cc1 | i
CC(=O)Nc1cccc(NC(=O)CCCC(=O)O)c1 | i
CSc1nc2ccc(NC(=O)c3ccc(N(C)C)cc3)cc2s1 | i
O=S(=O)(Nc1cccc(Cl)c1)c1cccnc1 | i
Nc1nnc(-c2ccccc2)s1 | i
CC(C)(C)Cc1nnc(NC(=O)c2cccc(Cl)c2)s1 | i
O=C(NCc1cccnc1)c1cc(=O)[nH]c2ccc(S(=O)(=O)N3CCCCCC3)cc12 | i
Cc1nc(Nc2ccccc2C)c([N+](=O)[O-])[nH]1 | i
O=C(Nc1ccc(-c2nc3ccccc3o2)c(O)c1)c1ccccc1 | i
O=C(C#Cc1ccccc1)N1CCc2c([nH]c3ccccc23)C1c1ccccn1 (stereo not given) | ?
CC(CCc1ccccc1)NC(=O)c1cc2ccccc2o1 (stereo not given) | i
COc1ccccc1OCc1cc(C(=O)NC2CCNCC2)n[nH]1 | i
CC(=O)N1CCc2cc(Br)cc(S(=O)(=O)CC(=O)N3CCc4ccccc43)c21 | i
COC(=O)C1=C(NC(=O)c2ccc(C(C)(C)C)cc2)CCS1 | 53.0%*
O=C(Nc1nc2ccc(Cl)cc2s1)c1ccc([N+](=O)[O-])cc1Cl | ?
c1ccc(CCNc2nc(-c3ccccc3)nc3ccccc23)cc1 | i
NNC(=O)c1n[nH]c2c1CCCC2 | i
O=C(Nc1ccc2c(c1)CCC2)c1cc(N2CCOCC2)nc2ccccc12 | i
Cc1ccc(CNC(=O)C(=O)Nc2cccc(C)c2)cc1 | i
COc1ccc(Cn2c(CNC(=O)c3cccc(C)c3)nc3cccnc32)cc1 | i

By substructure, those above containing a thiophene ring, fused or not (7)
SMILES | ST2 inh
CCc1c(C)sc(NC(=O)NC2CCCCC2)c1C(N)=O | ?
O=C(CCS(=O)(=O)c1cccs1)N1CCCCCC1 | i
Cc1c(Cl)c([N+](=O)[O-])nn1CCCC(=O)Nc1sc2c(c1C#N)CCC(C)C2 (stereo not given) | ?
Cc1ccc(C(=O)Nc2sc3c(c2C#N)CC(C)(C)NC3(C)C)cc1 | i
Cc1ncsc1CCn1ccnc1-c1cnc(-c2cccs2)nc1 | i
Cc1ccsc1C(=O)NCCC1CN(Cc2ccco2)CCO1 (stereo not given) | i
COc1ccc(CCN2CCC(CN(C)C(=O)c3sccc3Cl)CC2)cc1 | i

Remaining list, next part
SMILES | ST2 inh
O=C(N[C@H]1CCN2C(=O)c3ccccc3NC(=O)[C@@H]2C1)c1cccs1 | ?
COC(=O)C1=C(C)Nc2nnnn2C1c1ccc(Br)cc1 (stereo not given) | i
O=C(O)/C=C/c1ccc(-c2cccc(C(F)(F)F)c2)o1 | ?
CCCCNC(=O)c1cc2c(=O)n3cccc(C)c3nc2n1C | i
CN(C)S(=O)(=O)c1ccc(C(=O)NCCSc2c[nH]c3ccccc23)cc1 | ?
COc1ccc(OCC(=O)Nc2ccc(Br)cn2)cc1 | i
CCCc1cc(C(=O)NCc2ccco2)no1 | i
Cc1ccc(N2CCCS2(=O)=O)cc1NC(=O)c1ccc(C(F)(F)F)cc1 | ?
N#Cc1ccc(CNC(=O)[C@@H]2Cc3nc[nH]c3CN2Cc2ccc(F)cc2)cc1 | i
NS(=O)(=O)c1ccc(CCNC(=O)c2ccc3nc4ccc(Cl)cc4c(=O)n3c2)cc1 | i
Cc1ccc(C)c(OCCNC(=O)C2CCOC2)c1 (stereo not given) | ?
CCOc1ccccc1-c1nccn1Cc1cnc2c(c1)CCC2 | i
O=C(NC(Cn1ccnc1)c1ccccc1)c1cnn2c1CCCC2 (stereo not given) | ?
Cc1ccc(S(=O)(=O)N2CCSC2c2ccc(Cl)cc2)cc1[N+](=O)[O-] (stereo not given) | i
Cc1cc(C)cc(N2C(=O)C(N3C(=O)c4ccccc4C3=O)C2c2ccc(F)cc2)c1 (stereo not given) | i
Cc1ccc(C(=O)NC2C(=O)Nc3cccc(C)c32)cc1NC(=O)C1CCCC1 (stereo not given) | i
COc1cccc(NC(=O)N[C@H]2[C@H](O)[C@@H](N3CCCC3)[C@@H]3OC[C@H]2O3)c1 | 47.0%*
CC(=NCc1ccco1)c1c(CSc2ccc(C)cc2)[nH]n(-c2nc3ccccc3s2)c1=O | i
CCCOc1cccc(C(=O)Nc2cccc(Br)c2)c1 | i
O=C(NCCC(c1ccccc1)c1ccccc1)C1CCC(=O)N(C2CCCC2)C1 (stereo not given) | i
CN(Cc1cn(C)nc1-c1ccccc1)C1CCCN(Cc2ccccc2F)C1 (stereo not given) | i
O=C1CC(c2ccccc2Cl)CC2=C1C(c1ccc(O)cc1)Nc1ccccc1N2 (stereo not given) | i
COc1ccc(CN2CCCC(O)C2)cc1C (stereo not given) | i
O=C(CCCn1c(=O)[nH]c2ccsc2c1=O)N1CCN(c2ccccc2)CC1 | i
CCC1(C)CC(=O)NC1=O (stereo not given) | ?
CCCNC(=O)CSCc1nc(-c2ccc(SC)cc2)oc1C | ?
CCn1c2ccccc2c2cc(NC(=O)C(=O)Nc3cccc(C)n3)ccc21 | i
Cc1cnccc1N1CCCN(Cc2c(CO)cnc(C)c2O)CC1 | i
COc1ccccc1NC(=O)CSc1c2c(nc3ccccc13)CCC2 | i
Cc1nc(CN2CCN(C(=O)Cn3nnnc3CN3CCCC3)CC2)cs1 | i
O=[N+]([O-])c1cc(C=Nc2ccc(-c3nc4ccccc4o3)cc2)cc([N+](=O)[O-])c1 | i
COC[C@H]1CCCN1C(=O)CC[C@H]1CNC(=O)[C@@H]2[C@@H](CCN2Cc2ccc(OC)cc2)N1C | i
CN(c1ccccc1)S(=O)(=O)c1ccc(C(=O)Nc2nnc(C3CC3)o2)cc1 | i
CCC(C(=O)N1CCCCC1CC)c1ccccc1 (stereo not given) | ?
O=C(C1CC2CCC1C2)N1CCN(c2ccc(Cl)cc2)CC1 (stereo not given) | ?
Cc1ccnc(SCC(=O)N2CCc3ccccc3C2)n1 | ?
Cc1cc(C)c(C(=O)c2ccccc2)c(=O)[nH]1 | i
CC(=O)CN1C(=O)C(=O)c2cc(Br)ccc21 | i
CCC(C)NC(=O)C1c2cc(OC)c(OC)cc2C(=O)N(C)C1c1ccc(OC)c(OC)c1 (stereo not given) | i
O=C(c1cc(-c2ccc(F)cc2)on1)N1CCN(Cc2ccccc2)CC1 | i

Grouped by structure: those above containing a cyano group
SMILES | ST2 inh
Cc1c(Cl)c([N+](=O)[O-])nn1CCCC(=O)Nc1sc2c(c1C#N)CCC(C)C2 (stereo not given) | ?
Cc1ccc(C(=O)Nc2sc3c(c2C#N)CC(C)(C)NC3(C)C)cc1 | i
COc1cc(C2C(C#N)=C(N)Oc3n[nH]c(-c4ccncc4)c32)cc(OC)c1OC (stereo not given) | ?
N#Cc1ccc(CNC(=O)[C@@H]2Cc3nc[nH]c3CN2Cc2ccc(F)cc2)cc1 | i

Other structures:
SMILES | ST2 inh
CCCN(Cc1ccc(OC)cc1)C(=O)Cc1nc(C)sc1C | i
CCCc1nc2nc[nH]n2c(=O)c1NC(=O)Nc1cc(C)ccc1OC | i
CN(C)c1ccc(/C=C2\N=C(c3ccccc3Br)OC2=O)cc1 | 41.0%*
COCCNC(=O)c1cn(CCOC)c(=O)c2c1c1ccccc1n2C | i
CC(=O)OC[C@@]12[C@@H](OC(C)=O)C[C@@H](C)[C@](C)([C@@H]3C[C@H]4C=CO[C@H]4O3)[C@H]1CCC[C@]21CO1 | i
O=C(C1CCC(O)CC1)N1CCC(C2CCN(Cc3cccc(F)c3F)CC2)C1 (stereo not given) | i
COCC(=O)NC[C@@H]1C=C(C)[C@H](CC(=O)O)C[C@H]1C(C)C | 32.0%*
Cc1ccc(OCC(=O)O)c(Br)c1 | i
Cc1ccccc1C(=O)Nc1nnc(N=Cc2ccc(F)cc2)s1 | i
CC1CCCC(C)N1C(=O)c1cc(-c2ccc(Cl)c(Cl)c2)on1 (stereo not given) | i
CC1(C)CC(=O)C2=C(C1)Nc1[nH]c(=O)[nH]c(=O)c1C2c1ccccc1 (stereo not given) | i
O=C(Nc1ccccc1)N1C[C@@H]2C[C@H](C1)c1ccc(-c3cccc(C(F)(F)F)c3)c(=O)n1C2 | i
O=c1[nH]c(Nc2ccc(Br)cc2)nnc1Cc1ccccc1 | i
N#Cc1ccc(C(=O)N2C[C@@H]3C[C@H](C2)c2ccc(-c4ccccc4CN4CCOCC4)c(=O)n2C3)cc1 | i

Quoted at random: four records from the list
SMILES | ST2 inh
CN(c1ccccc1)S(=O)(=O)c1ccc(C(=O)Nc2nnc(C3CC3)o2)cc1 | i
CN(Cc1cn(C)nc1-c1ccccc1)C1CCCN(Cc2ccccc2F)C1 (stereo not given) | i
CCCc1cc(C(=O)NCc2ccco2)no1 | i
CC(=O)OC[C@@]12[C@@H](OC(C)=O)C[C@@H](C)[C@](C)([C@@H]3C[C@H]4C=CO[C@H]4O3)[C@H]1CCC[C@]21CO1 | i

An excerpt; the hit share may differ from the screen's.
